Source: PubChem
DTT redox prof: compounds producing H2O2 with reducing agent – biochemical, NIH compound library profiling, artefact control for MLSCN library redox annotation, primary screen | DTT-dependent redox cycling H2O2, phenol red/HRP absorbance; 100% = 100 µM peroxide control, 0% = buffer | activation, % at 10 µM | 200,000 tested, 0.03% active;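 active = activation of at least 50% relative to the plate's high and low controls in the primary single-dose screen; inactive = activation below 50%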;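 note: compound incubated with DTT at 0.8 mM final as the reducing agent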
Diaph inh CS: diaphorase inhibition or chemical oxidation counter-screen; diaphorase resazurin-to-resorufin fluorescence, NADH, 16 min; bacterial (C. kluyveri) enzyme, not human; inhibition, % at 20 µM; 190,000 tested, 0.69% active; AID 1217;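 active = primary screen inhibition at 20 µM above a set limit, cut at about 50% in these data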;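 note: plate controls were DMSO with full reaction for no effect and wells lacking NADH for full effect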
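Test system: diaphorase enzyme from Clostridium kluyveri; amount: diaphorase at 0.14 U/mL in enzyme working solution; detection: fluorescence of resorufin formed from resazurin, Ex 544/Em 590 nm; times: reaction incubation of 16 min at room temperature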
S1P3 antag: S1P3 (human) receptor antagonism; CHO S1P3 NFAT-BLA reporter, FRET fluorescence, antagonist mode; inhibition, % at 4.98 µM; 170,000 tested, 0.27% active; AID 485;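 active = inhibition above the plate cutoff, the mean inhibition of test wells on that plate plus 3 SD, cut at about 28% in these data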;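 note: cells challenged with S1P at its EC80 of 0.8 µM; blue over green emission ratio from cleaved BLA substrate after 4 h stimulation; 0% = S1P-stimulated wells and 100% = unstimulated DMSO-only wells; some compounds past the cut are filed as inactive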
L major viab: inhibitors of Leishmania major promastigote growth | Leishmania major promastigotes, resazurin fluorescence viability | inhibition, % at 10 µM | 200,000 tested, 9% active;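 note: promastigotes grown with compound for 44 hours at 28 °C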
TLR4 MyD88 comp: inhibitors of human TLR4-MyD88 binding; 200,000 tested, 0.18% active; O00206+Q99836; AID 861; HeLa CL3-4 TLR4/MyD88 BLA complementation, FRET ratio; inhibition, % at 8.4 µM; in the data active = inhibition above about 25%;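 note: 0% = vehicle and 100% = reference inhibitor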
Target sequence (O00206 whole entry, looked up): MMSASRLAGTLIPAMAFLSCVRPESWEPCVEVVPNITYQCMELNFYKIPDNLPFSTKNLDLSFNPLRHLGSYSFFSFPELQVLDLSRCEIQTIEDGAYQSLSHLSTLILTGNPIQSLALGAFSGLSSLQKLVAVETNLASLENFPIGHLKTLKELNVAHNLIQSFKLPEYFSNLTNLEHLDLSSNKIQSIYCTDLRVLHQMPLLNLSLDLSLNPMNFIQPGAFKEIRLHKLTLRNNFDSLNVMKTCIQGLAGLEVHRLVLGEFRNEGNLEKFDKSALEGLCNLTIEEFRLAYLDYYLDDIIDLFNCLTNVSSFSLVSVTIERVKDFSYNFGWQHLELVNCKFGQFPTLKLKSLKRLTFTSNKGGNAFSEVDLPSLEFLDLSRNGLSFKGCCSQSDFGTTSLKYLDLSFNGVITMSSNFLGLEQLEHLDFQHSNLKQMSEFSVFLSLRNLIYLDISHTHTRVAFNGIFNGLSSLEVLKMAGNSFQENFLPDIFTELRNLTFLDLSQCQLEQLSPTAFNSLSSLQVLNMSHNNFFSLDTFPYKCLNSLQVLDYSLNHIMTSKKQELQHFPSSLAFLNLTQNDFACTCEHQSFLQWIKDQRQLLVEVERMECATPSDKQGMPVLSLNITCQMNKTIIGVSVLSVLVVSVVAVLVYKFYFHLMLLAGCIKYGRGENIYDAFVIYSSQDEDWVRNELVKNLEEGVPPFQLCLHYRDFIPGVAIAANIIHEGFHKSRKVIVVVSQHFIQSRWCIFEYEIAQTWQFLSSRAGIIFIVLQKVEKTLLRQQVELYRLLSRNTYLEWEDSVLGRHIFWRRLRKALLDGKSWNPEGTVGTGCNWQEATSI
Target sequence (Q99836 whole entry, looked up): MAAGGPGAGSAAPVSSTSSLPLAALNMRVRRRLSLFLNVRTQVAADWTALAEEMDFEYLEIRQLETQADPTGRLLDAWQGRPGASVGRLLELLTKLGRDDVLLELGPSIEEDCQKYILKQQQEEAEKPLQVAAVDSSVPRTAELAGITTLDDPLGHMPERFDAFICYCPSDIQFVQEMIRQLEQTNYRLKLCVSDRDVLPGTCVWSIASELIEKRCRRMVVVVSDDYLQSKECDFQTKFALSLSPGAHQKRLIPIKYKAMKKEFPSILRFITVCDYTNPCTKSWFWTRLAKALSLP
Diaph act CS: diaphorase activation or chemical reduction counter-screen | activation factor at 20 µM | Diaphorase/resazurin coupled assay, resorufin fluorescence, 16 min; stronger effect = higher value; 1 = vehicle wells, 0 = NADH-free wells | 190,000 tested, 0.005% active;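 active = diaphorase activity raised at least twofold by the compound at 20 µM; inactive = activation factor below 2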
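Material: bacterial diaphorase enzyme (C. kluyveri); amount: enzyme 0.07 U/mL final; reagent: NADH substrate 0.114 mM plus resazurin dye 0.1 mM, final; doses: single compound dose of 20 µM, 1% DMSO final; timing: 16 min enzyme reaction, ambient temperature; measured by: fluorescence of resorufin, 544 nm excitation, 590 nm emission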
PMI act: increases human mannose-6-phosphate isomerase activity; 190,000 tested, 0.005% active; activation factor at 20 µM; purified human PMI, coupled resazurin fluorescence, 20 min; stronger effect = higher value; 1 = vehicle control, 0 substrate-free wells; AID 1214;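 active = activation factor of 2 or more at 20 µM, relative to plate controls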
PMI act satM6P: activators of human phosphomannose isomerase at near-saturating mannose 6-phosphate; P34949; coupled PMI enzyme assay, resazurin fluorescence, 20 min; stronger effect = higher value; 1 = untreated enzyme, 0 = substrate-free blank; activation factor at 20 µM; 190,000 tested, 0.34% active;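 active = activation factor of 2 or more at 20 µM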
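Test system: human phosphomannose isomerase with PGI, G6PDH, diaphorase coupling enzymes; amount: 15 ng/mL PMI; incubation: enzyme reaction with compound 20 min at room temperature; technique: resorufin fluorescence (Ex 544/Em 590 nm) from resazurin via diaphorase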
RAM inhibit: yeast RAM network inhibition; AID 868; inhibition, % at 50 µM; 190,000 tested, 1.8% active; S. cerevisiae dse1pr::URA3 reporter, 5-FOA growth OD615, 2 d; analog-sensitive cbk1-as2 kinase mutant strain;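 active = inhibition above a set limit, 3 SD over mean compound inhibition, cut at about 8.4% in these data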;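 note: 0% = DMSO-only wells with no growth and 100% = 10 µM 1-NA-PP1 full growth; inhibition rescues growth on 5-FOA so higher OD means more RAM inhibition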
Hsp70 act: Hsp70 transcriptional activation, primary screen. HeLa Hsp70 promoter luciferase reporter, luminescence; scaled: vehicle 0, proteasome-inhibitor control 100%. activation, % at 10 µM. 200,000 tested, 0.04% active;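 active = activation above the mean across all tested compounds plus 3 SD, cutoff set per campaign, cut at about 5.5% in these data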;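 note: 100% = MG132 at 30 µM as the positive control and 0% = DMSO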
G6PDH counter: L. mesenteroides G6PDH inhibition counter-screen. inhibition, % at 5 µM. AID 1020. 200,000 tested, 0.12% active. Purified L. mesenteroides G6PDH, diaphorase/resazurin coupled fluorescence, 45 min
Active calls of the source: *; nt = no result given. Cut-off read from the data, not from the text of the source, unless noted: active = inhibition above about 50%; inactive = the rest. Random draw from the library; overall some 12% were active at least once.

[1] COc1cc(/C=C2\SC(=S)N(Nc3ncc(C(F)(F)F)cc3Cl)C2=O)cc(OC)c1OC
[2] COc1ccc(/C=C/C(=O)Nc2nc(C)c(C(=O)N(C)C)s2)cc1OC
[3] Cc1ccc(C(=O)c2cc3ccccc3o2)cc1C
[4] FC(F)(F)c1ccc(-n2ccnc2)nc1
[5] Cn1c(=O)c2c(nc(NCCCN3CCOCC3)n2Cc2cccc(Cl)c2)n(C)c1=O
[6] O=C(c1cc(-c2ccco2)nc2ccccc12)N1CCN(c2ccc(F)cc2)CC1
[7] Cc1cc(=O)c2cc(Br)ccc2[nH]1
[8] CCOC(=O)Cc1csc(NC(=O)CSc2nnc(-c3cccnc3)n2Cc2ccco2)n1

Assay by compound | 1 | 2 | 3 | 4 | 5 | 6 | 7 | 8
DTT redox prof | 0.3 | 0.3 | 0.3 | 1.8 | -0.1 | 0.0 | 0.5 | 0.7
Diaph inh CS | 27 | 5 | 12 | -5 | 3 | 20 | 1 | -2
S1P3 antag | nt | 2 | nt | -13 | -7 | 12 | nt | nt
L major viab | -11 | -3 | -1 | -7 | 98* | 67* | 3 | -7
TLR4 MyD88 comp | 9 | 6 | 2 | 0 | -3 | -10 | -9 | 5
Diaph act CS | 0.7 | 0.9 | 0.9 | 1 | 1 | 0.8 | 1 | 1
PMI act | 0.8 | 0.9 | 0.9 | 1.1 | 1 | 1.2 | 1 | 1.1
PMI act satM6P | 0.8 | 1 | 1 | 1.1 | 0.9 | 1.1 | 1.1 | 1.1
RAM inhibit | 2.1 | 1.7 | 15* | 1.5 | nt | 0.1 | 3.1 | -1.1
Hsp70 act | -0.2 | -0.4 | -0.2 | -0.2 | 0.4 | -0.6 | -0.1 | -0.3
G6PDH counter | 4 | 7 | 5 | 1 | 4 | -2 | 9 | 8

[9] Cc1[nH]n(-c2c(Cl)cc(Cl)cc2Cl)c(=O)c1C=Nc1ccc(S(=O)(=O)N2CCOCC2)cc1
[10] CCC(C)C(NC(=O)C1CCC(C)CC1)C(=O)NC(C(=O)OC)C(C)C (stereo not drawn)
[11] COc1ccc(CCN=C(N)NS(=O)(=O)c2ccccc2)cc1OC
[12] CCCCOC(=O)C1[C@H]2C(=O)N(Cc3cccs3)C[C@]23C=C[C@H]1O3 (stereo partly drawn)
[13] CCc1c(C)c2c(C)nn(-c3ccccc3)c2oc1=O
[14] COc1cc(NS(=O)(=O)c2ccc(NC(=O)COc3ccccc3Cl)cc2)nc(OC)n1
[15] COC(=O)c1ccc(N=NNc2ccc(C(=O)OC)cc2)cc1
[16] CNCCCOc1ccc2c(c1)CCC2

Assay by compound | 9 | 10 | 11 | 12 | 13 | 14 | 15 | 16
DTT redox prof | 3.6 | -0.5 | 0.1 | 1.9 | 1.8 | 0.8 | -0.4 | -0.6
Diaph inh CS | 15 | -3 | 12 | 9 | 27 | 8 | 5 | -5
S1P3 antag | -1 | -31 | 4 | -22 | nt | -29 | 0 | -19
L major viab | 38 | 6 | -4 | -5 | 0 | -4 | 23 | 34
TLR4 MyD88 comp | 0 | 7 | -10 | -4 | -6 | 5 | -7 | 7
Diaph act CS | 0.8 | 1 | 0.9 | 0.9 | 0.7 | 0.9 | 1 | 1
PMI act | 1.1 | 1.1 | 0.9 | 0.9 | 0.8 | 1 | 1 | 1
PMI act satM6P | 1.1 | 1 | 0.9 | 1 | 0.7 | 1.1 | 1 | 1.1
RAM inhibit | -0.1 | -0.1 | 0.6 | 0.6 | 0.9 | 5.6 | 2.3 | 0.1
Hsp70 act | -0.2 | -0.4 | -0.2 | 0.1 | -0.4 | -0.2 | -0.3 | 0.2
G6PDH counter | -13 | 12 | 4 | 6 | 7 | 3 | 3 | -5

[17] C=CCn1c(CCc2cc(C(C)(C)C)c(O)c(C(C)(C)C)c2)n[nH]c1=S
[18] CC12COC3(C(N)=O)CC1CCC32C (stereo not drawn)
[19] Nc1nnc(N2CCc3ccccc32)s1
[20] Cc1cc(NC(=O)c2cncc(Br)c2)n(-c2ccccn2)n1
[21] Cc1cc(NC(=O)COc2c(C)cccc2C)no1
[22] COc1cc(/C=C2/SC(N)=NC2=O)ccc1Oc1ccc([N+](=O)[O-])cc1[N+](=O)[O-]
[23] Cc1cccn2c(=O)c3cc(C(=O)NC4CCS(=O)(=O)C4)sc3nc12 (stereo not drawn)
[24] CN(C)S(=O)(=O)c1ccc(Cl)c(NC(=O)CN2CCc3ccccc3C2)c1

Assay by compound | 17 | 18 | 19 | 20 | 21 | 22 | 23 | 24
DTT redox prof | -0.4 | 0.0 | 0.3 | 0.1 | -0.2 | 0.5 | -2.1 | -0.1
Diaph inh CS | 24 | 12 | -1 | 9 | 10 | 7 | 13 | 15
S1P3 antag | 7 | -7 | -17 | nt | -17 | -28 | -35 | 5
L major viab | 20 | -5 | -10 | 0 | 5 | 1 | 2 | 11
TLR4 MyD88 comp | -20 | 9 | 5 | 8 | -12 | -17 | 13 | -7
Diaph act CS | 0.8 | 0.9 | 1 | 0.9 | 0.9 | 0.9 | 0.9 | 0.8
PMI act | 0.9 | 1 | 1 | 0.9 | 0.9 | 1 | 1 | 0.9
PMI act satM6P | 0.9 | 0.9 | 0.9 | 1 | 1 | 1.1 | 0.9 | 0.9
RAM inhibit | 3.2 | 0.9 | 0.5 | 1.3 | 0.5 | 0.1 | 0.2 | 2.7
Hsp70 act | -0.2 | -0.2 | -0.3 | -0.3 | 0.0 | -0.2 | -0.3 | 0.4
G6PDH counter | 4 | -5 | 24 | 12 | 8 | -18 | -2 | 0

Quoted at random: 6 entries already listed, in no set order.
[24] CN(C)S(=O)(=O)c1ccc(Cl)c(NC(=O)CN2CCc3ccccc3C2)c1
[23] Cc1cccn2c(=O)c3cc(C(=O)NC4CCS(=O)(=O)C4)sc3nc12 (stereo not drawn)
[17] C=CCn1c(CCc2cc(C(C)(C)C)c(O)c(C(C)(C)C)c2)n[nH]c1=S
[19] Nc1nnc(N2CCc3ccccc32)s1
[22] COc1cc(/C=C2/SC(N)=NC2=O)ccc1Oc1ccc([N+](=O)[O-])cc1[N+](=O)[O-]
[20] Cc1cc(NC(=O)c2cncc(Br)c2)n(-c2ccccn2)n1

Assay by compound | 24 | 23 | 17 | 19 | 22 | 20
DTT redox prof | -0.1 | -2.1 | -0.4 | 0.3 | 0.5 | 0.1
Diaph inh CS | 15 | 13 | 24 | -1 | 7 | 9
S1P3 antag | 5 | -35 | 7 | -17 | -28 | nt
L major viab | 11 | 2 | 20 | -10 | 1 | 0
TLR4 MyD88 comp | -7 | 13 | -20 | 5 | -17 | 8
Diaph act CS | 0.8 | 0.9 | 0.8 | 1 | 0.9 | 0.9
PMI act | 0.9 | 1 | 0.9 | 1 | 1 | 0.9
PMI act satM6P | 0.9 | 0.9 | 0.9 | 0.9 | 1.1 | 1
RAM inhibit | 2.7 | 0.2 | 3.2 | 0.5 | 0.1 | 1.3
Hsp70 act | 0.4 | -0.3 | -0.2 | -0.3 | -0.2 | -0.3
G6PDH counter | 0 | -2 | 4 | 24 | -18 | 12

Next records follow:
[25] Cc1ccc(S(=O)(=O)N2CCCC(C(=O)NCC(C)C)C2)cc1 (stereo not drawn)
[26] Cc1cc(C(=O)OCC(=O)Nc2cc(C(F)(F)F)ccc2N2CCOCC2)c(C)o1
[27] Cc1cc(C)c(S(=O)(=O)N(C)CC(=O)N2CCCCC2)c(C)c1
[28] O=C(CN(C(=O)c1ccc(Cl)cc1)N1C(=O)C2C3C=CC(C3)C2C1=O)c1cccs1 (stereo not drawn)
[29] CC1(C)Cc2c(sc(NC(=O)C(C)(C)C)c2C#N)C(C)(C)N1
[30] Cc1cc(C)cc(N(C(=O)c2nsc(Cl)c2Cl)C(C(=O)NC2CCCC2)c2ccc(O)cc2)c1 (stereo not drawn)
[31] C/C(=N\NC(=O)c1ccc(CN2CCOCC2)cc1)c1cccc([N+](=O)[O-])c1
[32] COc1ccc(NC(=S)NC(NC(=O)/C=C/c2ccccc2)C(Cl)(Cl)Cl)cc1 (stereo not drawn)

Assay by compound | 25 | 26 | 27 | 28 | 29 | 30 | 31 | 32
DTT redox prof | 0.1 | -0.1 | 0.9 | -0.7 | 1.6 | -0.7 | 0.0 | 2.8
Diaph inh CS | 10 | 19 | 11 | -4 | 9 | 23 | 14 | 0
S1P3 antag | -20 | 1 | -24 | -17 | nt | 17 | 3 | nt
L major viab | -2 | 33 | -3 | -2 | 4 | 71* | 8 | -1
TLR4 MyD88 comp | -4 | -12 | 10 | 13 | 3 | 1 | 3 | 1
Diaph act CS | 0.9 | 0.8 | 0.9 | 1 | 0.9 | 0.8 | 0.9 | 1
PMI act | 1 | 1 | 0.9 | 1 | 1 | 0.8 | 0.9 | 1
PMI act satM6P | 0.9 | 0.9 | 0.9 | 1 | 1 | 0.9 | 1 | 1
RAM inhibit | 2.9 | 0.3 | 1.1 | -1.2 | -0.1 | 3.0 | -0.8 | 7.4
Hsp70 act | 0.1 | -0.1 | -0.3 | -0.1 | 0.1 | -0.3 | -0.1 | 0.1
G6PDH counter | -7 | 2 | 1 | 16 | 0 | 14 | -8 | 2

[33] Cc1ccc(C2CC(c3cccc(Br)c3)n3nc(N)nc3N2)cc1 (stereo not drawn)
[34] O=C(CN1CCC(O)(c2ccc3c(c2)OCO3)CC1)N1CCOCC1
[35] Cc1cc(C)nc(CCNC(=O)c2cc(COc3c(F)cccc3F)on2)n1
[36] COc1cc(/C=N/Nc2ccc(Cl)c(C(=O)O)c2)ccc1OCC(=O)N1C(C)CCCC1C (stereo not drawn)

Assay by compound | 33 | 34 | 35 | 36
DTT redox prof | -0.4 | -0.1 | 0.7 | -0.4
Diaph inh CS | 11 | 15 | -3 | 22
S1P3 antag | -7 | nt | -3 | -8
L major viab | 90* | 8 | -4 | -4
TLR4 MyD88 comp | -4 | 12 | -11 | -13
Diaph act CS | 0.9 | 0.9 | 1 | 0.8
PMI act | 0.9 | 1 | 0.9 | 1.2
PMI act satM6P | 0.9 | 1 | 0.9 | 1
RAM inhibit | 1.1 | -0.7 | -0.4 | 0.2
Hsp70 act | -0.2 | 0.2 | -0.2 | -0.1
G6PDH counter | -16 | -3 | 12 | 3
